Bioassay records: PubChem, National Center for Advancing Translational Sciences (NCATS)
HT1080 IDH1KD tx: qHTS for induction of synthetic lethality in tumor cells producing 2HG: qHTS for the HT-1080-IDH1KD cell line; Potency, µM (titrated, usually from 46.1 µM), for inactives: top-dose activity, negative = toxicity, actives largely listed as cytotoxic; HT-1080 IDH1 knockdown viability, ATP luminescence, 48 h; 360,000 compounds, 2% hits;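 also: 0% = DMSO wells and -100% = cell-free medium wells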
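IDH1KD HT-1080 cells, 750/well, RPMI + 5% FBS; compound pinned after 2 h settling; 48 h, 37 °C; CellTiter-Glo luminescence; % activity normalised to DMSO and no-cell wells; curves fitted, classed by r2 and efficacy.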
GLP-1R agonist: qHTS of GLP-1 Receptor Agonists | Glucagon-like peptide 1 receptor (Homo sapiens), P43220 | HEK293 GLP-1R CRE-luciferase, luminescence, 4-6 h; cells express a hypersensitive GLP-1R form | Potency, µM (doses to about 45.6 µM), for inactives: at the top dose activation, actives largely listed as activators | 380,000 compounds, 0.007% hits | AID 624172, 2012; also: % of control where 0% means no effect
Target sequence (P43220 whole entry, looked up): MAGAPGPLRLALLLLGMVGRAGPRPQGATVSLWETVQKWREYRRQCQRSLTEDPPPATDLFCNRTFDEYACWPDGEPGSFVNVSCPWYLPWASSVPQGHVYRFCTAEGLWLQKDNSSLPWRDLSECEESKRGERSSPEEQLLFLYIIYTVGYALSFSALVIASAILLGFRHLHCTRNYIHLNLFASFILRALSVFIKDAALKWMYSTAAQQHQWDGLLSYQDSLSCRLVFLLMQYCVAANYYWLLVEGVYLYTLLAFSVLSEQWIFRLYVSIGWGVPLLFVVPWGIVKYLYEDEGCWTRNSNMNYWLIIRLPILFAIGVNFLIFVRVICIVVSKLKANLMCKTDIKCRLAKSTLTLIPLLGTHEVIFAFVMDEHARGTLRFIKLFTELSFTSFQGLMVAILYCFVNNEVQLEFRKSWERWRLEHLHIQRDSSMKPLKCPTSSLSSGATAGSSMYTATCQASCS
SW480 rerep: A quantitative high throughput screen for small molecules that induce DNA re-replication in SW480 colon adenocarcinoma cells. SW480 DNA re-replication, Hoechst DNA content imaging, 48 h. Potency, µM (doses to about 46.1 µM), for inactives: at the highest dose re-replication activation, most hits filed as activators. 340,000 compounds, 1.8% hits. AID 624297, 2012; also: % of control where 0% means no effect; nearly all actives have a fitted effect of over 55% in size
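Compounds, transferred as 23 nL by pin tool, were incubated with cells for 48 hr; DNA content per nucleus was then quantified by Hoechst staining and fluorescence plate imaging.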
HT1080-NT tox: qHTS for induction of synthetic lethality in tumor cells producing 2HG: qHTS for the HT-1080-NT fibrosarcoma cell line; HT-1080-NT fibrosarcoma viability, CellTiter-Glo ATP luminescence, 48 h; Potency, µM (highest dose often 46.1 µM), inactives show top-dose activity, negative = less viability, hits mostly cytotoxic; 360,000 compounds, 1.6% hits;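 also: NT is the 2HG producing partner of a matched IDH1 knockdown line; 0% = DMSO-treated cells and -100% = media-only wells without cells; nearly all actives have a fitted effect of over 55% in size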
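Viability by CellTiter-Glo luminescence after 48 h compound exposure at 37C of HT-1080-NT cells (750/well, RPMI, 5% FBS). % activity scaled between DMSO wells and medium-only wells, then curve-fitted and categorized by curve class.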
TDP43 rescue: qHTS of TDP-43 Inhibitors. AID 652104, 2013. TDP-43 expressing yeast growth rescue, BacTiter-Glo, 24 h. Potency, µM (top dose mostly 46.1 µM), without a hit: at the top dose growth rescue (activation), most hits filed as activators. 410,000 compounds, 1.8% hits; also: % of control where 0% means no effect; nearly all actives have a fitted effect of over 50% in size
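Readout is BacTiter-Glo luminescence of cell growth, so inhibitors register as activators. TDP-43-expressing yeast at OD600=0.02 in galactose medium, after raffinose pregrowth to mid-log, were incubated with compound for 24 hr at 30 deg C.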
KB-3-1 tox: qHTS assay for MDR1-selective chemotherapeutics: Primary screen using the parental adenocarcinoma cell KB-3-1; 400,000 compounds, 1.4% hits; Potency, µM (doses to about 46.1 µM), for inactives: at the highest dose activity change, negative = cytotoxic, most hits filed as cytotoxic; KB-3-1 viability, CellTiter-Glo ATP luminescence, 72 h; also: % is scaled to controls: 0 for no effect and ±100 for the full control effect; nearly all actives have a fitted effect of over 60% in size
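KB-3-1 parental drug-naive adenocarcinoma cells in DMEM/10% FBS, incubated 72 h at 37 C with pin-transferred compounds across a concentration series. Viability by CellTiter-Glo luminescence; concentration-response curves fitted after normalization.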
GLP1R inv ag: qHTS of GLP-1 Receptor Inverse Agonists (Inhibition Mode); HEK293 GLP-1R CRE-luciferase, luminescence, 24 h; GLP-1R form is constitutively active; Potency, µM (doses to about 38.3 µM), for the others: at the highest dose activity change, negative = inhibition, usual class: inhibitors; 410,000 compounds, 1.6% hits; also: % is scaled to controls: 0 for no effect and ±100 for the full control effect; nearly all actives have a fitted effect of over 55% in size
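Inverse agonists were sought by their lowering of basal cAMP reporter luciferase output in HEK293 cells stably carrying constitutively active human GLP-1R, after 24 h compound treatment.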
KB-V1 cytotox: qHTS assay for MDR1-selective chemotherapeutics: Primary screen using the drug-selected MDR subline cells KB-V1; AID 1347076, 2019; KB-V1 MDR cells viability, CellTiter-Glo, 72 h; Potency, µM (highest dose often 46.1 µM), without a hit: at the top dose activity change, negative = cytotoxicity, usual class: cytotoxic; 400,000 compounds, 3.4% hits; also: % is scaled to controls: 0 for no effect and ±100 for the full control effect; nearly all actives have a fitted effect of over 60% in size
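Drug-selected KB-V1 cells, grown in DMEM lacking phenol red with 10% FBS, receive compound titrations; after three days at 37 degrees C, surviving cell ATP is quantified by CellTiter-Glo luminescence and responses normalized and curve-fitted.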
HEK293 tox: qHTS of GLP-1 Receptor Inverse Agonists: Cytotox Screen | HEK293 cAMP-luciferase reporter cells, luminescence, 24 h | Potency, µM (titrated, usually from 38.3 µM), without a hit: at the highest dose activity change, negative = inhibition, hits mostly inhibitors | 410,000 compounds, 0.13% hits;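 also: loss of luciferase light is scored as toxicity; % is scaled to controls: 0 for no effect and ±100 for the full control effect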
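To flag toxic compounds, the library was rerun on cells for 24 hr at 37 deg C and 5% CO2. Viability-linked luminescence was captured 12 min after adding luciferase detection reagent.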
* hit, by the source's call; u = inconclusive; x = no result given; & = joins results of further samples; [ ] = another dose, or the depositor's remark. Calls follow the shape of the dose curve; as a rule, active = well fitted curve in the direction sought with a large enough effect; inconclusive = small, poorly fitted or top-dose-only effect, or another doubt; inactive = no such curve, though single readings can be large; an effect the other way counts as inactive or inconclusive. Potency is read from the fitted curve at half-maximal effect. An unsorted share of the library; overall some 9.4% were active at least once.

SMILES	HT1080 IDH1KD tx	GLP-1R agonist	SW480 rerep	HT1080-NT tox	TDP43 rescue	KB-3-1 tox	GLP1R inv ag	KB-V1 cytotox	HEK293 tox
CC(C)(C)c1ccc(/C=N/Nc2ccc(C(=O)O)cc2)cc1	-3%	-12%	16%	-4%	16µM*	17%	-76%	28%	-4%
CCCn1ccc(O)c(Cc2ccc(Cl)cc2)c1=O	3%	11%	1%	-1%	-16%[0.397 µM]	-9%	-30%	-17%	-4%
COc1ccc(/C=C(\C#N)C(=O)OCC(=O)Nc2c(C)cccc2C(C)C)cc1	21%	-14%	-2%	12%	-4%	5%	4%	u	-14%
Oc1ccc(CN2CCCCC2)c2cccnc12	1.4µM*	-12%	7%	3.2µM*	-15%	u	0%	u	u
CN1CCN(CC(=O)Nc2ccc([N+](=O)[O-])cc2Br)CC1	-11%	5%	-5%	-9%	-6%	1%	u	-4%	8%
COc1cccc(N/C(N)=N/c2nc(C)cc(=O)[nH]2)c1	3%	5%	-5%	8%	0%	0%	15%	18%	-5%
COC(=O)CCc1ccc(O)cc1	1%	-5%	-4%	1%	0%	0%	16%	3%	1%
O=c1c2ccccc2on1-c1ccccc1	19%	4%	x	21%	0%	4%	14%	9%	-2%
COc1ccc(-c2ccccc2C2=CC(=O)CC(C)(C)C2=O)cc1	9%	0%	x	7%	u	6%	-24%	-18%	-7%
C=CCN1C(=O)S/C(=C/c2ccc(Sc3nc4ccccc4[nH]3)o2)C1=O	u	3%	22%	-17%	0%	u	18%	3.7µM*	-15%

Entries of single compounds, looked up by structure. Order of screens: HT1080 IDH1KD tx	GLP-1R agonist	SW480 rerep	HT1080-NT tox	TDP43 rescue	KB-3-1 tox	GLP1R inv ag	KB-V1 cytotox	HEK293 tox
`COc1cccc(N/C(N)=N/c2nc(C)cc(=O)[nH]2)c1` as listed: 3%	5%	-5%	8%	0%	0%	15%	18%	-5%
`COc1ccc(-c2ccccc2C2=CC(=O)CC(C)(C)C2=O)cc1` as listed: 9%	0%	x	7%	u	6%	-24%	-18%	-7%
`COC(=O)CCc1ccc(O)cc1` as listed: 1%	-5%	-4%	1%	0%	0%	16%	3%	1%
`Oc1ccc(CN2CCCCC2)c2cccnc12` as listed: 1.4µM*	-12%	7%	3.2µM*	-15%	u	0%	u	u
`COc1ccc(/C=C(\C#N)C(=O)OCC(=O)Nc2c(C)cccc2C(C)C)cc1` as listed: 21%	-14%	-2%	12%	-4%	5%	4%	u	-14%

(cont.)
SMILES	HT1080 IDH1KD tx	GLP-1R agonist	SW480 rerep	HT1080-NT tox	TDP43 rescue	KB-3-1 tox	GLP1R inv ag	KB-V1 cytotox	HEK293 tox
Cc1cc2nc3n(c2cc1C)CC1CC(C(=O)NCc2cccc(C(F)(F)F)c2)N(C)C31 (stereo not drawn)	8%	-4%	-33%[inhibitor]	8%	16%	0%	13%	-14%	4%
Cc1ccc(C2=Nc3ccccc3NC(C)(c3ccc(C)o3)C2)o1 (stereo not drawn)	-3%	1%	-3%	-18%	1%	0%	u	-13%	-17%
CCN(C(=O)COC(=O)c1cc(OC)ccc1Br)C1CCS(=O)(=O)C1 (stereo not drawn)	1%	9%	9%	-9%	-23%	10%	-9%	16%	-11%
COC(=O)c1ccc(-c2ccc(C(c3c(C)[nH][nH]c3=O)c3c(C)[nH][nH]c3=O)o2)cc1	13%	-4%	u	-12%	8%	16%	-8%	8%	-9%
O=C(Nc1ccccc1)OCCCCCOC(=O)Nc1ccccc1	-2%	9%	-37%	5%	13%	2%	6%	1%	-1%
COc1ccc(S(=O)(=O)N(CC(=O)NCCSc2ccccc2)c2ccc(Cl)cc2)cc1	x	x	x	x	0%	-1%	-12%	-6%	-10%
Cc1ccc2occ(/C=N/O)c(=O)c2c1	-19%	-3%	16%	-12%	-60%[inhibitor]	-1%	17%	0%	5%
COc1ccc(CN(CC(O)COCc2ccccc2)S(=O)(=O)c2ccccc2Br)cc1 (stereo not drawn)	-8%	2%	44%	-4%	5%	0%	u	0%	3%
Cc1ccccc1N1C(=O)CC2(CCCC2)CC1=O	2%	3%	-11%[1.84 µM]	12%	x	2%	-1%	1%	0%
COc1ccc(S(=O)(=O)NCC(c2cccnc2)N2CCN(c3ccc(F)cc3)CC2)cc1C (stereo not drawn)	-16%	-1%	13%	-16%	2%	u	u	-20%	-19%
COCCN(C(=O)CSc1nnc(-c2ccc(C(C)(C)C)cc2)n1N)c1c(N)n(CC(C)C)c(=O)[nH]c1=O	12%	0%	u	4%	-4%	-1%	20%	u	1%
Nc1ccn([C@@H]2O[C@H](CNC(=O)[C@@H](N)CSCc3ccccc3)[C@@H](O)[C@H]2O)c(=O)n1	7%	2%	x	4%	13%	0%	16%	u	4%
Cc1ccc(OCc2cc(C(=O)N3CCc4[nH]cnc4C3c3ccccn3)no2)cc1C (stereo not drawn)	-9%	2%	-4%	-2%	-2%	5%	-16%	-3%	-9%
O=C(COC(=O)c1ccc2c(c1)OCO2)Nc1ncc(Cl)cc1Cl	10%	6%	0%	18%	-2%[0.397 µM]	-4%	-8%	-14%	-20%
Cc1nnc(SCc2cccc([N+](=O)[O-])c2)o1	-1%	5%	-19%	-14%	-18%[9.22 µM]	-5%	49%[activator]	-19%	12%
CC(=O)C1C(c2ccc(Cl)cc2)c2c(noc2C)CC1(C)O (stereo not drawn)	0%	-6%	6%	3%	22%	3%	-24%	-2%	-23%
COC(=O)CCN1CCc2cc(N=Nc3ccc([N+](=O)[O-])cc3)ccc21	4%	-2%	-2%[9.22 µM]	u	-11%	0%	14%	4%	0%
CCC(C)OC(=O)C[N+](C)(C)CCOC1CC2CCC1(C)C2(C)C (stereo not drawn)	-24%	6%	-13%	-15%	-5%	21µM*	0%	1%	-17%
Cn1c(CCN2CCN(c3ccccn3)CC2)nc2cc(NC(=O)COc3ccccc3)ccc21	-3%	6%	-2%	-18%	2%	-16%	22%	-19%	-4%
O=c1[nH][nH]cc1C=Nc1ccccc1O	-27%	1%	12%	-19%	0%	-2%	u	10%	-2%
O=C(Nc1cccc(C(F)(F)F)c1)OCCN1CCN(Cc2ccccc2)CCC1=O	0%	-1%	-12%[9.22 µM]	-2%	3%	-7%	u	-11%	-11%
COc1ccc(S(=O)(=O)N2CCN(C(=O)c3cc(C)on3)CC2)cc1	0%	-3%	-7%	-1%	4%	-4%	-19%	-17%	7%
Cc1ccc(S(=O)(=O)N(Cc2nccn2C)C(C)C)cc1	3%	-6%	-2%	1%	u	2%	-12%	-1%	2%
Cc1ccc(C)c(Cn2c3ccccc3c3cnn(CC(=O)NC(C)c4ccccc4)c(=O)c32)c1 (stereo not drawn)	x	x	x	x	-2%	-9%	-19%	6%	-9%
Cc1cc(C)n(-c2ccc(C(=O)N3CC(C)OC(C)C3)cc2)n1 (stereo not drawn)	0%	6%	2%	1%	-7%	-1%	15%	5%	10%
CCCCCCCCCCCCN1[C@@H](CC(=O)O)c2cc(C(F)(F)F)ccc2S1(=O)=O	-11%	4%	23%	-8%	u	0%&-24%	u	23%&-18%	2%
O=C(CSc1nccc(=O)[nH]1)Nc1ccc2ccccc2c1	4%	0%	2%	5%	u	-3%	8%	18%	4%
CCOc1ncccc1C(=O)OCC(=O)NC1CC1	0%	20%	0%	11%	-8%	1%	13%	1%	2%
COc1cc(C(=O)NNC(=O)c2cc(C)[nH]n2)cc(OC)c1OC	10%	0%	5%	-3%	0%[9.22 µM]	-2%	9%[7.66 µM]	13%	-5%[7.66 µM]
Cc1ccc(NC(=O)C(=O)NCC(c2ccc3c(c2)OCO3)N2CCN(c3ccccc3)CC2)cc1 (stereo not drawn)	x	x	x	x	13%	5%	6%	3%	2%
Cc1onc(-c2c(Cl)cccc2Cl)c1NC(=O)NN(C)c1ccc([N+](=O)[O-])cn1	5%	-4%	-8%	3%	10%	18%	1%	7%	-9%
COCCn1cnnc1SCC(=O)c1ccc(S(=O)(=O)N2CCCC2)cc1	9%	-2%	-10%[9.22 µM]	6%	6%	-2%	2%	12%	-14%
O=C(CNCc1ccc(Cl)cc1)Nc1ccc(C(=O)N2CCCCCC2)cc1	-18%	18%	-6%	-11%	-10%	3%	u	-27%	-2%
COc1ccccc1CNC(=O)c1ccc(NC2=NC3CS(=O)(=O)CC3S2)cc1 (stereo not drawn)	24%	-1%	-21%	16%	-7%	0%	12%	u	1%
COC(=O)CS(=O)(=O)c1cccc2cccnc12	3%	3%	1%	0%	0%	-4%	6%	16%	3%
CC(C)(C)N(Cc1ccccc1)C(=O)c1ccc2c(c1)OCCO2	-14%	-5%	-4%	-2%	7%	-11%	u	-9%	1%
CC1(C)Cc2c(cnn2-c2ccccc2)C(=O)/C1=N\NC(=O)c1ccccc1	5%	-2%	-3%	5%	-32%[inhibitor]	-7%	-2%	-5%	12%
CCOC(=O)C(CCc1ccccn1)c1ccccc1 (stereo not drawn)	-1%	1%	-1%	2%	10%	-6%	u	-4%	-1%
CC1=C(C(=O)O)N2C(=O)C(NC(=O)c3ccccc3Cl)C2SC1 (stereo not drawn)	11%	-3%	18%	0%	2%	9%	14%	0%	-4%
Cc1nc2ccc(NC(=O)c3ccc(Br)o3)cc2s1	1%	18%	1%	-7%	-1%	u	34%[activator]	u	11%
COc1ccc(/C=C2\SC(=S)N(NC(=O)c3csc4c3CCCC4)C2=O)cc1	19%	-2%	-4%	8%	18%	19%	8%	10%	-18%
Cc1cccc(C(=O)NNC(=O)c2ccccc2-n2cccc2)c1	15%	9%	-10%	23%	-19%[0.397 µM]	-6%	29%	-23%	11%
